aSyn yeast inh = alpha-synuclein toxicity inhibition in yeast | Yeast expressing alpha-synuclein, growth rescue, BacTiter-Glo, 24 h | 370,000 compounds, 0.14% hits | Potency, µM (top dose mostly 46.1 µM), without a hit: top-dose growth rescue (activation), most hits filed as activators; also: potency is read from the fitted curve at half-maximal effect; % of control where 0% means no effect; nearly all actives have a fitted effect of over 65% in size
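Galactose-induced alpha-syn yeast (OD600=0.02, raffinose-pregrown) + pinned cpd, 24 hr, 30 deg C; growth by BacTiter-Glo luminescence. Growth restoration scores as activation.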
TDP-43 yeast inh = TDP-43 toxicity inhibition in yeast; TDP-43 expressing yeast growth rescue, BacTiter-Glo, 24 h; Potency, µM (top dose mostly 46.1 µM), for the others: at the highest dose growth rescue (activation), hits mostly activators; 410,000 compounds, 1.8% hits; AID 652104; also: potency is read from the fitted curve at half-maximal effect; % of control where 0% means no effect; nearly all actives have a fitted effect of over 50% in size
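Readout is BacTiter-Glo luminescence of cell growth, so inhibitors register as activators. TDP-43-expressing yeast at OD600=0.02 in galactose medium, after raffinose pregrowth to mid-log, were incubated with compound for 24 hr at 30 deg C.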
FUS yeast rescue = FUS proteinopathy suppression in yeast; 390,000 compounds, 0.24% hits; S. cerevisiae FUS-expressing, growth rescue, OD600, 24 h; Potency, µM (titrated, usually from 76.6 µM), inactives show at the highest dose growth rescue (activation), hits mostly activators;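 also: potency is read from the fitted curve at half-maximal effect; plate controls were DMSO vehicle for no effect and reference control for full effect; nearly all actives have a fitted effect of over 55% in size; some results filed as inactive show a strong effect at the top dose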
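Quantitative HTS measuring growth restoration of FUS-toxic yeast. Galactose-induced cells (OD 0.005) were exposed 24hr at 30C to compounds at several concentrations, then absorbance at 600 nm was recorded.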
GLP-1R inv ag = GLP-1 receptor (human) inverse agonism. P43220. HEK293 GLP-1R CRE-luciferase, luminescence, 24 h; GLP-1R form is constitutively active. Potency, µM (highest dose often 38.3 µM), for the others: at the top dose activity change, negative = inhibition, hits mostly inhibitors. 410,000 compounds, 1.6% hits; also: potency is read from the fitted curve at half-maximal effect; % is scaled to controls: 0 for no effect and ±100 for the full control effect; nearly all actives have a fitted effect of over 55% in size
Target sequence (P43220 whole entry, looked up): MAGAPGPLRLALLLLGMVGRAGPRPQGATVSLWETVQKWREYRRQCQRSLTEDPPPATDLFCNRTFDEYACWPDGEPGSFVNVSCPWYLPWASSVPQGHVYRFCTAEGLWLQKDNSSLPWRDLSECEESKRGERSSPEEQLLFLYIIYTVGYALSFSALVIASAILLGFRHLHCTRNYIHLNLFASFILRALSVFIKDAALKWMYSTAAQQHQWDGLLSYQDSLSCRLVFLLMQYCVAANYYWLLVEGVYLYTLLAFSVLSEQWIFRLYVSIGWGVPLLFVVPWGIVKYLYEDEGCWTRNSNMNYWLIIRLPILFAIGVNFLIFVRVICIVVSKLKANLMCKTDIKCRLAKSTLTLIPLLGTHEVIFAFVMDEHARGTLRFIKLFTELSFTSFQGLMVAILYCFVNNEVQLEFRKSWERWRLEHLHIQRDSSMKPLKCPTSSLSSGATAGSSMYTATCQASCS
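HEK293 cells stably co-expressing a cAMP-responsive luciferase reporter and constitutively active GLP-1R were seeded, incubated 12 h, then exposed to compounds for 24 h at 37 C. Luminescence was read 12 min after detection reagent; inverse agonists lower signal.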
GLP1R ag = agonists of human GLP-1 receptor; P43220; HEK293 GLP-1R CRE-luciferase, luminescence, 4-6 h; cells express a hypersensitive GLP-1R form; Potency, µM (top dose mostly 45.6 µM), without a hit: at the highest dose activation, actives largely listed as activators; 380,000 compounds, 0.007% hits; also: potency is read from the fitted curve at half-maximal effect; % of control where 0% means no effect
DRD3 antagonist = antagonists of human D3 dopamine receptor | D3R cells, DiscoveRx beta-arrestin luminescence, antagonist mode; active compounds read low | AID 652054 | 360,000 compounds, 2.5% hits | max response, negative = inhibition, % | P35462; in the data active = max response below about -50%; inconclusive = no clear call, values can overlap the other calls; also: % is scaled to controls: 0 for no effect and ±100 for the full control effect; mostly tested at two doses, the higher about 12 µM
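Cells plated overnight at 1500 cells/well, then exposed to library compounds with dopamine controls for 90 minutes at 37 degrees C. DiscoveRx reagent added for 30–60 minutes at room temperature; luminescence read, quantitative HTS format.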
pAkt inh = inhibitors of Akt phosphorylation; Neuro2A IGF-stimulated pAkt S473 HTRF, 20 min; active compounds read low; activity change, % for hits at 50 µM; 360,000 compounds, 0.32% hits; AID 651550; in the data active = activity change below about -80%; inconclusive = mostly about -51% to -80%; also: % is scaled to controls: 0 for no effect and ±100 for the full control effect
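Neuro2A cells (4,500/well, DMEM with 0.5% FBS) were treated with compound at a single 50 µM final concentration, stimulated with 6 nM IGF for 20 min at 37 °C, and lysed. Phospho-Akt Ser473 was read by HTRF as 665/615 ratio ×10^4.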
Abeta yeast res = A-beta toxicity reversal in yeast | 410,000 compounds, 0.063% hits | AID 1347071 | yeast expressing A-beta42, growth rescue, OD600, 48 h; response scale: 0% DMSO, 100% iron-clioquinol control | Potency, µM (series often up to 46.1 µM), for the others: at the top dose growth rescue, usual class: activators; also: potency is read from the fitted curve at half-maximal effect; nearly all actives have a fitted effect of over 55% in size
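Yeast A-beta toxicity model in growth medium with pinned compounds, 48 h at 30 C; growth read as absorbance at 600 nm. Normalized to FeCl3/clioquinol equimolar mix (positive) and DMSO (negative).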
PTHR1 agonist = activates the human parathyroid hormone receptor PTHR1. 410,000 compounds, 0.075% hits. AID 743266. Potency, µM (doses to about 115 µM), for inactives: at the highest dose activation, hits mostly activators. HEK293 GP2 PTHR1 cells, GloSensor cAMP luminescence, 1 h. Q03431; also: potency is read from the fitted curve at half-maximal effect; nearly all actives have a fitted effect of over 55% in size; some results filed as inactive show a strong effect at the top dose; inactives centre near -15; many of its hits are not listed in these tables
Target sequence (Q03431 whole entry, looked up): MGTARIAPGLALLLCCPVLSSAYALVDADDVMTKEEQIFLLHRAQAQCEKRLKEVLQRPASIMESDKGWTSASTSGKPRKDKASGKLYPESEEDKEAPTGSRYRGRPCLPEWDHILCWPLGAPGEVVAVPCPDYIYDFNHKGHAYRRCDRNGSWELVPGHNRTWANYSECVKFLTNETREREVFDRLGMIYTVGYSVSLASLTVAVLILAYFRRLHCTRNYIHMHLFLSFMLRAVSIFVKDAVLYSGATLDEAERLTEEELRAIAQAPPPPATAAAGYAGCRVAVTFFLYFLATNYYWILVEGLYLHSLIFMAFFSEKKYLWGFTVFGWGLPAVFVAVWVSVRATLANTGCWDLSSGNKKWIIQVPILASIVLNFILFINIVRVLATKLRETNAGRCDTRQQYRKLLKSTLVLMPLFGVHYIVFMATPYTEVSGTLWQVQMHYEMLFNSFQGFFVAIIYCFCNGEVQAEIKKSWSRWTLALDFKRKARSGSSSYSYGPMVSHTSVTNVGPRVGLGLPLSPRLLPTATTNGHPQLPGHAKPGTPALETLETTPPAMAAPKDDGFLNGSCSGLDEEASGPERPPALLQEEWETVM
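HEK-293-derived GP2 cells expressing PTHR1 and a GloSensor cAMP reporter, 3,000/well, plated overnight, given luciferin plus IBMX (each 0.5 mM as added) for 1 h at 37 °C, then compound for 1 h at 37 °C. Luminescence was read after 15 min at room temperature.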
An asterisk follows results filed as active; i = inactive; ? = inconclusive; . = not tested or not shown; [ ] = remark or other dose. Unless noted, calls follow the shape of the dose curve; as a rule, active = well fitted curve in the direction sought with a large enough effect; inconclusive = small, poorly fitted or top-dose-only effect, or another doubt; inactive = no such curve, though single readings can be large; an effect the other way counts as inactive or inconclusive. The list is partial (hit frequency here may not be typical).

Start of the data: the first four compounds as a preview:
SMILES | aSyn yeast inh | TDP-43 yeast inh | FUS yeast rescue | GLP-1R inv ag | GLP1R ag | DRD3 antagonist | pAkt inh | Abeta yeast res | PTHR1 agonist
Cc1cccc(C)c1NC(=O)C1CCCN1C(=O)Nc1cccc(F)c1 (configuration not stated) | -1% | -15% | 3% | 8% | 8% | 11 | i | 6% | -8%
COC(=O)c1sc2nc(SCc3ccccc3C)n(N)c(=O)c2c1C | -1% | 4% | -4% | 5% | 4% | 10 | i | -6% | i
COCC(C)N=C1NN=C(c2cc(C)n(Cc3ccccc3Cl)c2C)CS1 (configuration not stated) | 0% | -1% | 41% | ? | 4% | -10 | i | -10% | -52%[inhibitor]
COc1ccc(C2NC3=C(CCC3)C3(C#N)C4(N=C(N)C23C#N)OCCO4)cc1 (configuration not stated) | -3% | -14% | 19% | -24% | -48%[inhibitor] | 3 | . | 0% | i

The listing, from the first entry:
SMILES | aSyn yeast inh | TDP-43 yeast inh | FUS yeast rescue | GLP-1R inv ag | GLP1R ag | DRD3 antagonist | pAkt inh | Abeta yeast res | PTHR1 agonist
Cc1cccc(C)c1NC(=O)C1CCCN1C(=O)Nc1cccc(F)c1 (configuration not stated) | -1% | -15% | 3% | 8% | 8% | 11 | i | 6% | -8%
COC(=O)c1sc2nc(SCc3ccccc3C)n(N)c(=O)c2c1C | -1% | 4% | -4% | 5% | 4% | 10 | i | -6% | i
COCC(C)N=C1NN=C(c2cc(C)n(Cc3ccccc3Cl)c2C)CS1 (configuration not stated) | 0% | -1% | 41% | ? | 4% | -10 | i | -10% | -52%[inhibitor]
COc1ccc(C2NC3=C(CCC3)C3(C#N)C4(N=C(N)C23C#N)OCCO4)cc1 (configuration not stated) | -3% | -14% | 19% | -24% | -48%[inhibitor] | 3 | . | 0% | i
O=C(c1ccco1)N1CCN(c2ncnc3c(-c4ccccc4)nsc23)CC1 | 2% | 18% | 31% | 2% | 7% | 34 | i | -18% | -59%[inhibitor]
C=CCCC(=O)N1CCC(n2nccc2NC(=O)c2ccccc2C)CC1 | -3% | 9% | . | 1% | -6% | -20 | i | -8% | i
Cc1ccc(S(=O)(=O)N(CC(=O)N2CCC(C)CC2)c2cccc(C)c2)cc1 | -10% | 11% | 43% | -16% | 0% | -28 | i | -12% | -8%
CCc1ccc(NS(=O)(=O)c2ccc3oc(=O)c4ncn(CC)c4c3c2)cc1 | . | 15% | 33% | ? | . | . | . | -14% | -91%[inhibitor]
CCOc1ccc(NC(=O)c2cc3cc4ccc(C)cc4nc3o2)cc1 | . | 0% | -20% | 12% | 1% | . | . | -15% | -17%
O=C(NCc1ccccn1)c1ccco1 | -1% | -12% | 8% | 21% | 1% | 3 | i | -16% | -24%
COc1cccc(CN2CCNC(=O)C2CC(=O)NCCOc2cccnc2)c1 (configuration not stated) | -2% | -21% | 11% | -1% | -1% | -19 | i | -3% | -4%
O=[N+]([O-])c1ccc(C2=NN(c3ccccc3)C(c3ccco3)C2)cc1 (configuration not stated) | -5% | -11% | 7% | 13% | 2% | -18 | i | ? | -2%
CCN(CC)S(=O)(=O)c1cccc(NC(=O)C2SC(=Nc3ccc(C)cc3C)C(C(=O)NC(C)COC)=C2N)c1 (configuration not stated) | -1% | -11% | ? | ? | -12% | -23 | i | -3% | 0%
COc1ccc(/C=C(\NC(=O)c2ccccc2Cl)C(=O)NCCCC(=O)O)cc1 | 2% | -7% | 9% | 17% | 1% | 6 | i | -2% | i
COc1cccc(CNCCSc2nnnn2C)c1 | 8% | -24% | 22% | 0% | -4% | -27 | i | 5% | i
CN(C(=O)COC(=O)COc1ccc2ccccc2c1)c1c(N)n(Cc2ccccc2)c(=O)[nH]c1=O | -2%[1.84 µM] | 2% | ? | 7% | 3% | 12 | i | -2% | -2%
CC(C)C[C@@H](CNCC(=O)[C@H](Cc1c[nH]c2ccccc12)NC(=O)c1[nH]cnc1C(=O)N[C@@H](C)CN)NC(=O)c1nc[nH]c1C(=O)N[C@@H](Cc1ccccc1)C(=O)O | 0% | 4% | ? | 3% | -1% | -11 | i | 10% | -26%
COc1ccc(-c2nc3scc(CCNS(=O)(=O)c4ccc5c(c4)OCCO5)n3n2)cc1OC | . | 10% | 19% | 20% | . | . | . | -3% | -5%
Cc1ccc2c(c1)OC(=O)CC2c1ccccc1 (configuration not stated) | 12% | ? | -10% | 1% | -6% | 2 | i | 0% | i
CO/N=C/NC(=O)c1c(OC)ccnc1Oc1ccc(F)cc1 | -1% | -15% | -21% | 6% | -1% | 5 | i | 5% | ?
Cc1c(Br)c([N+](=O)[O-])nn1CC(=O)Nc1nccs1 | -8% | -7% | 2% | 8% | 4% | 6 | i | -3% | -8%
CC(C)(C)c1cc(C(=O)NNC(=O)Nc2cccc(Cl)c2)n(Cc2ccccc2)n1 | 1% | -11% | 12% | 5µM* | 1% | -16 | i | 2% | -31%
Cc1ccc2c(COC(=O)c3ccccc3F)cc(=O)oc2c1 | -2% | -12% | 6% | 5% | 2% | -21 | i | -4% | -41%
COc1ccc(C)cc1NC(=O)c1ccc([N+](=O)[O-])cc1[N+](=O)[O-] | 6% | 25% | -36% | 7% | 3% | -3 | i | 19% | -11%

Filtered by structure, the compounds so far containing fluorine
SMILES | aSyn yeast inh | TDP-43 yeast inh | FUS yeast rescue | GLP-1R inv ag | GLP1R ag | DRD3 antagonist | pAkt inh | Abeta yeast res | PTHR1 agonist
Cc1cccc(C)c1NC(=O)C1CCCN1C(=O)Nc1cccc(F)c1 (configuration not stated) | -1% | -15% | 3% | 8% | 8% | 11 | i | 6% | -8%
CO/N=C/NC(=O)c1c(OC)ccnc1Oc1ccc(F)cc1 | -1% | -15% | -21% | 6% | -1% | 5 | i | 5% | ?
Cc1ccc2c(COC(=O)c3ccccc3F)cc(=O)oc2c1 | -2% | -12% | 6% | 5% | 2% | -21 | i | -4% | -41%

(more compounds)
SMILES | aSyn yeast inh | TDP-43 yeast inh | FUS yeast rescue | GLP-1R inv ag | GLP1R ag | DRD3 antagonist | pAkt inh | Abeta yeast res | PTHR1 agonist
O=C(NC1CC1)c1ccc2nc([C@@H]3O[C@H](CO)[C@H](O)[C@H](O)[C@H]3O)[nH]c2c1 | -4% | -16% | -21% | 17% | -5% | 0 | i | -26% | 18%
CCOc1ccc(N2CC(C(=O)N3CCCc4ccccc43)CC2=O)cc1 (configuration not stated) | 2% | ? | 22% | ? | 6% | 5 | i | 4% | -1%
COc1ccc(CN(C(=O)c2oc3cc(C)ccc3c2C)C2CCS(=O)(=O)C2)cc1OC (configuration not stated) | 2% | -1% | ? | -6% | 1% | 20 | i | 1% | -12%
COC(=O)c1ccc2nc(-c3cccc(N)c3)cn2c1 | 0% | 0% | 34% | 5.6µM* | -5% | 10 | i | -20% | -23%
C[C@H](NC(=O)Cn1cncn1)c1ccccc1 | 3% | 12% | 25% | 3% | -7% | -7 | i | 6% | -3%[57.5 µM]
COc1ccc(N2CCN(C(CNC(=O)C(=O)NCCCN(C)C)c3cccnc3)CC2)cc1 (configuration not stated) | . | 24% | -2% | 5% | . | . | . | 9% | -8%
COc1cccc(-n2c(=O)c3sc4ccccc4c3n(CC(=O)Nc3ccccc3OC)c2=O)c1 | . | -8% | -6% | -13% | 0% | . | . | -7% | i
Cc1ccc(OC(=O)c2cccc([N+](=O)[O-])c2)c(-n2nc3ccccc3n2)c1 | 0% | 15% | . | 29% | 20% | 15 | i | -2% | -14%
COc1ccc(Br)cc1C(=O)Nc1ccc(Cc2ccncc2)cc1 | -4% | -16% | 28% | 0% | 12% | 11 | i | -1% | -33%[inhibitor]
CCCCSc1nn[nH]n1 | -7% | -25% | -4% | 6% | 0% | -17 | i | -17% | i
O=C(NCc1ccc2c(c1)OCO2)c1cccc2c1C(=O)N(C1CCCCC1)C2 | 1% | 10% | -3% | 36%[activator] | -3% | 20 | i | 5% | i
COc1ccc(NS(=O)(=O)c2ccc(C(=O)N3CCN(c4ccc(F)cc4)CC3)cc2)cc1 | 10% | -11% | ? | ? | 0% | 17 | i | -3% | -91%[inhibitor]
COc1ccc(C(=O)/C=C/c2ccsc2)cc1CSCC(=O)O | -4% | -11% | 27% | 4% | -3% | -11 | i | 11% | i
CC(C)C[C@H]1CN(CCCC[C@@H]2CNC(=O)C(=O)N2CCc2ccccc2)C(=O)C(=O)N1CCc1ccc(O)cc1 | 1% | -2% | 22% | 8% | -4% | 0 | i | -10% | ?
COC(=O)c1ccccc1NC(=O)c1ccc(COc2ccc(C)c(C)c2)o1 | 17% | 18% | 1% | ? | 12% | 24 | i | 16% | i
CS(=O)(=O)c1ccc2nc(NC(=O)CCNC(=O)c3ccc([N+](=O)[O-])cc3)sc2c1 | -1% | 8% | 8% | 20% | 16% | 1 | i | 3% | i
CC(=O)c1ccc(OCC(=O)NCC2(N3CCCCC3)CCCCC2)cc1 | -1% | 15% | -21% | -5% | 4% | 1 | i | -7% | i
COCCNc1nc(NCCCN2CCCC2=O)c2sccc2n1 | -1% | 19% | -17% | 13% | 8% | 0 | i | -13% | i
O=C(Nc1cccc(-n2cnnn2)c1)C1CCCN(C(=O)Cc2cccc(Cl)c2)C1 (configuration not stated) | 6% | 6% | 8% | 3% | -6% | 43 | i | -4% | -12%
O=C(N/N=C/c1ccccn1)c1cc(-c2ccc(Cl)cc2)nc2ccccc12 | 1% | 1% | -1% | ? | 3% | -67* | i | 8% | i
Cc1ccc(-n2ncc(C(=O)NCCN3CCN(C)CC3)c2C2CCN(C(=O)OC(C)(C)C)CC2)cc1 | . | 6% | ? | -8% | . | . | . | 10% | 10%

Source: PubChem
